M5 antag: human M5 muscarinic receptor antagonists, primary screen, CHO cells, Fluo-8 calcium fluorescence; CHO-hM5 cells, ACh EC80; actives 0.59% (n = 360,000); inhibition, % at 3 µM; Muscarinic acetylcholine receptor M5 (Homo sapiens), P08912;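 active = inhibition above a per-plate cutoff, the mean of that plate's test compounds plus 3 SD, cut at about 27% in these data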;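 also: 0% = acetylcholine EC80 with DMSO and 100% = DMSO without agonist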
M4 ag: human M4 muscarinic receptor agonists, primary screen, CHO-K1 cells, Fluo-8 calcium fluorescence | Muscarinic acetylcholine receptor M4 (Homo sapiens), P08173 | CHO-K1 hM4/Gqi5; vehicle 0%, full acetylcholine response 100% | activation, % at 3 µM | actives 0.14% (n = 360,000);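 active = activation above the run mean over all test wells plus 3 SD, cut at about 32% in these data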;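 also: peak over basal fluorescence ratio per well then scaled between controls; 0% = DMSO wells and 100% = acetylcholine at EC100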
Target sequence (P08173 whole entry, looked up): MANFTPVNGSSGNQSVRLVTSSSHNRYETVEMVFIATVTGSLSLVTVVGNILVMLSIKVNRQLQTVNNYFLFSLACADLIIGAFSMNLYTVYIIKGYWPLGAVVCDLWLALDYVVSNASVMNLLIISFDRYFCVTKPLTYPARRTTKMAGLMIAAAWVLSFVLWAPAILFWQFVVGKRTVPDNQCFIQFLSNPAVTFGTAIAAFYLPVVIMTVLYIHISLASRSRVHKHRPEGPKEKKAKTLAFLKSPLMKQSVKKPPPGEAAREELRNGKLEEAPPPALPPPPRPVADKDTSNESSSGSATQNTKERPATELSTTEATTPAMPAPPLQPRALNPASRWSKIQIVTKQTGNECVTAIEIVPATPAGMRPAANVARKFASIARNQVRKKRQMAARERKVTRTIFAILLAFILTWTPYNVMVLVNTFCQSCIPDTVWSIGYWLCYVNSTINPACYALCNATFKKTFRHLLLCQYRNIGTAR
CHRM4 antagonist: human M4 muscarinic receptor antagonists, primary screen, CHO cells, Fluo-8 calcium fluorescence. Muscarinic acetylcholine receptor M4 (Homo sapiens), P08173. CHO-hM4 cells, ACh EC80. inhibition, % at 3 µM. actives 0.73% (n = 360,000). AID 624125, 2012;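 active = inhibition above its plate's cutoff, the mean inhibition of sample wells plus 3 SD, cut at about 27% in these data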;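 also: 0% = acetylcholine EC80 with DMSO and 100% = DMSO without agonist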
M1 PAM: human M1 muscarinic receptor positive allosteric modulators, primary screen, CHO-K1 cells, Fluo-8 calcium fluorescence, 1536-well; AID 588819, 2011; Muscarinic acetylcholine receptor M1 (Homo sapiens), P11229; actives 0.088% (n = 360,000); CHO-K1 hM1, ACh EC20; 0% = ACh EC20, 100% = maximal ACh; activation, % at 3 µM; in the data active = activation above about 19%, passing the limit was not always enough
Target sequence (P11229 whole entry, looked up): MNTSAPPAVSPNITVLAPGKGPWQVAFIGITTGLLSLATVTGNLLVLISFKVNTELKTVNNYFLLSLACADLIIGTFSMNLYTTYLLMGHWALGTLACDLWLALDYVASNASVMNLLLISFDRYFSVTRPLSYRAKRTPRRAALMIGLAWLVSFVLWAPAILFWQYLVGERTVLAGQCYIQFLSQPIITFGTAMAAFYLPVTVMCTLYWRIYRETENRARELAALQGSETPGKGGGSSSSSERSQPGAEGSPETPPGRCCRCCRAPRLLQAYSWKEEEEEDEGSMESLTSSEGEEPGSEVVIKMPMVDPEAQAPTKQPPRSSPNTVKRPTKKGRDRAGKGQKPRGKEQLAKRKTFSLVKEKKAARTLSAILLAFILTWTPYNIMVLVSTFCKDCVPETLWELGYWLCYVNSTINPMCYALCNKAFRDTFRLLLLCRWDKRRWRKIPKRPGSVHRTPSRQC
M1 antag: human M1 muscarinic receptor antagonists, primary screen, CHO-K1 cells, Fluo-8 calcium fluorescence, 1536-well; Muscarinic acetylcholine receptor M1 (Homo sapiens), P11229; CHO-K1 hM1, ACh EC80 antagonist; inhibition, % at 3 µM; actives 1.3% (n = 360,000); AID 588852, 2011;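 active = percent inhibition above its own plate's cutoff, namely the mean of that plate's compound wells plus 3 SD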;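 also: peak over basal fluorescence ratio during 140 s after agonist addition; 0% = ACh EC80 plus DMSO and 100% = DMSO alone without agonist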
M5 ag: human M5 muscarinic receptor agonists, primary screen, CHO-K1 cells, Fluo-8 calcium fluorescence | AID 624037, 2012 | Muscarinic acetylcholine receptor M5 (Homo sapiens), P08912 | activation, % at 3 µM | CHO-K1 hM5 cells; 0% DMSO wells, 100% maximal acetylcholine response | actives 0.19% (n = 360,000);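 active = activation above the run's mean over test compounds plus 3 SD, cut at about 23% in these data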;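 also: signal is peak over basal fluorescence ratio across the kinetic read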
M5 PAM: human M5 muscarinic receptor positive allosteric modulators, primary screen, CHO-K1 cells, Fluo-8 calcium fluorescence | activation, % at 3 µM | actives 0.3% (n = 360,000) | CHO-K1 hM5, ACh EC20 PAM; 0% = ACh EC20, 100% = ACh EC100 | Muscarinic acetylcholine receptor M5 (Homo sapiens), P08912;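 active = activation above the run cutoff, the mean activation of all test compounds plus 3 SD, cut at about 18% in these data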
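System: CHO-K1 hM5 cells. Reagent: acetylcholine, EC20 level. Compound dosing: single dose, 3 µM nominal final test concentration. Timing: Post-acetylcholine fluorescence recording 140 s. Detection: Fluo-8 calcium fluorescence. Read-out: % activation, ACh-normalized. Benchmarks: ACh EC20 and EC100 wells. Repeats: singlicate, one well per test compound.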
CHRM1 agonist: human M1 muscarinic receptor agonists, primary screen, Fluo-8 calcium fluorescence, CHO-K1 cells, HTS; Muscarinic acetylcholine receptor M1 (Homo sapiens), P11229; actives 0.33% (n = 360,000); activation, % at 3 µM; CHO-K1 hM1, agonist mode; 0% DMSO, 100% acetylcholine EC100;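 active = activation above the run's mean compound activation plus 3 SD, cut at about 16% in these data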;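 also: peak over basal fluorescence ratio within a 140 s kinetic read after compound addition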
TAAR1 ag: human TAAR1 agonists, primary screen, Fluo-8 calcium fluorescence, CHO RD-HGA16 cells; Trace amine-associated receptor 1 (Homo sapiens), Q96RJ0; vehicle wells 0%, saturating PEA agonist 100%; activation, % at 3 µM; actives 0.99% (n = 360,000); AID 624467, 2012;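 active = activation above the mean activation of all test compounds in the run plus 3 SD, cut at about 38% in these data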
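Assay system – CHO-derived RD-HGA16 cells with stable Gα16 and human TAAR1 · Compound dosing – one-point dosing at 3 µM (nominal) · Incubation – 17-24 h seeding, 75 min 37 °C dye, 30 min RT · Measured by – kinetic Fluo-8 calcium fluorescence · Control set – DMSO vehicle as 0%, PEA at EC100 as 100% · Repeats – single well for each compound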
An asterisk follows results filed as active.

Short keys: A = M5 antag; B = M4 ag; C = CHRM4 antagonist; D = M1 PAM; E = M1 antag; F = M5 ag; G = M5 PAM; H = CHRM1 agonist; I = TAAR1 ag
Cc1ccc(-c2c[n+](CC(=O)c3ccc(Br)cc3)c3n2CCCCC3)cc1
  A: -4; B: 1; C: 2; D: -23; E: 25; F: -11; G: -1; H: -13; I: 10
COc1ccc(C(CNC(=O)COc2ccc(F)cc2Cl)N2CCOCC2)cc1 (stereo unspecified)
  A: 1; B: 4; C: -5; D: 8; E: -8; F: -3; G: 2; H: -1; I: 6
Cc1ccc(OCc2cc(C(=O)NC3CCCCC3)no2)cn1
  A: 12; B: 11; C: 0; D: -5; E: 9; F: 4; G: -15; H: 3; I: 2
Cc1cc(NC(=O)CCC(=O)N(c2ccccc2)C(C(=O)NC2CCCC2)c2ccncc2)no1 (stereo unspecified)
  A: 10; B: 1; C: -3; D: 0; E: -1; F: -8; G: -9; H: -5; I: 7
CC(C)(O)C#Cc1ccc(C(=O)NCc2ccccc2F)cc1
  A: -1; B: 1; C: 1; D: 10; E: -6; F: -1; G: 2; H: -11; I: 7
Cc1ccccc1COc1ccc(/C=N/NC(=O)c2nnn(-c3nonc3N)c2CN2CCC(C)CC2)cc1
  A: 4; B: 0; C: -4; D: 16; E: -18; F: -3; G: 6; H: -2; I: 4
N#Cc1c(-c2ccccc2)nc(SCC(=O)Nc2ccccc2)[nH]c1=O
  A: -4; B: 0; C: 0; D: 7; E: -2; F: 1; G: 1; H: -3; I: 0
O=C1C2C3c4ccccc4C(c4ccccc43)[C@@H]2c2nc3ccccc3n21 (stereo partly specified)
  A: 7; B: 3; C: 12; D: -8; E: 16; F: -10; G: -12; H: -1; I: 8
O=C(O)COc1cnc2ccccc2n1
  A: -4; B: 2; C: -7; D: 8; E: -6; F: -2; G: 7; H: 0; I: 6
CCCCC1(Cc2cccc([N+](=O)[O-])c2)C(=O)N(c2ccccc2)N(c2ccccc2)C1=O
  A: -1; B: -1; C: 9; D: -3; E: -18; F: -11; G: -14; H: -5; I: 2

Given with tabs: 2 of the compounds above
Molecule	M5 antag	M4 ag	CHRM4 antagonist	M1 PAM	M1 antag	M5 ag	M5 PAM	CHRM1 agonist	TAAR1 ag
Cc1ccc(-c2c[n+](CC(=O)c3ccc(Br)cc3)c3n2CCCCC3)cc1	-4	1	2	-23	25	-11	-1	-13	10
COc1ccc(C(CNC(=O)COc2ccc(F)cc2Cl)N2CCOCC2)cc1 (stereo unspecified)	1	4	-5	8	-8	-3	2	-1	6

Full records from above. Screens in order: M5 antag | M4 ag | CHRM4 antagonist | M1 PAM | M1 antag | M5 ag | M5 PAM | CHRM1 agonist | TAAR1 ag
`CCCCC1(Cc2cccc([N+](=O)[O-])c2)C(=O)N(c2ccccc2)N(c2ccccc2)C1=O` in the list: -1 | -1 | 9 | -3 | -18 | -11 | -14 | -5 | 2
`O=C(O)COc1cnc2ccccc2n1` in the list: -4 | 2 | -7 | 8 | -6 | -2 | 7 | 0 | 6
`Cc1cc(NC(=O)CCC(=O)N(c2ccccc2)C(C(=O)NC2CCCC2)c2ccncc2)no1` (stereo unspecified) in the list: 10 | 1 | -3 | 0 | -1 | -8 | -9 | -5 | 7
`COc1ccc(C(CNC(=O)COc2ccc(F)cc2Cl)N2CCOCC2)cc1` (stereo unspecified) in the list: 1 | 4 | -5 | 8 | -8 | -3 | 2 | -1 | 6
`Cc1ccc(-c2c[n+](CC(=O)c3ccc(Br)cc3)c3n2CCCCC3)cc1` in the list: -4 | 1 | 2 | -23 | 25 | -11 | -1 | -13 | 10

Next section
Short keys: A = M5 antag; B = M4 ag; C = CHRM4 antagonist; D = M1 PAM; E = M1 antag; F = M5 ag; G = M5 PAM; H = CHRM1 agonist; I = TAAR1 ag
O=C(CSc1nc(-c2cccs2)cc(C(F)(F)F)n1)NCCCN1CCOCC1
  A: 3; B: 0; C: 0; D: 2; E: 1; F: -3; G: 1; H: -7; I: 10
CC(=O)c1cc(CN2CCN(C3CCN(C(C)C)CC3)C(CCO)C2)cs1 (stereo unspecified)
  A: -6; B: 0; C: -1; D: 0; E: -4; F: -1; G: 8; H: -12; I: -1
Cc1ccc(NS(=O)(=O)c2ccccc2F)cc1S(=O)(=O)N1CCCCCC1
  A: 4; B: 2; C: -9; D: 5; E: -11; F: 3; G: -3; H: 1; I: 0
O=C(C[C@H]1C[C@H]2c3cc(NS(=O)(=O)c4ccc(F)cc4)ccc3O[C@H]2[C@H](CO)O1)NCc1cc(F)ccc1F
  A: -1; B: 2; C: -2; D: -1; E: 1; F: -1; G: 4; H: -5; I: 4
O=C(CNC(=O)c1cc(=O)[nH]c2ccc(S(=O)(=O)N3CCOCC3)cc12)Nc1ccc(F)c(F)c1
  A: 1; B: 2; C: -26; D: 2; E: 1; F: -1; G: 1; H: -2; I: 4
CCc1nc2c(OCc3ccc(Cl)cc3Cl)cccn2c1N(C=O)Cc1ccc(OC)cc1
  A: 3; B: 0; C: 3; D: 7; E: -22; F: -1; G: -2; H: -2; I: 3
CN(CCO)C(=O)c1ccc(-c2nn(C)c(=O)c3ccccc23)cc1
  A: 1; B: 2; C: -2; D: 1; E: 6; F: 6; G: 5; H: -6; I: 0
Cc1nn(Cc2ccccc2)c(C)c1NC(=O)c1cc2nc(-c3ccco3)cc(C(F)(F)F)n2n1
  A: 8; B: 4; C: -3; D: -2; E: 6; F: -4; G: -10; H: -4; I: 10
O=C(CSc1nnc(-c2ccccc2F)n1CCc1ccccc1)Nc1ccc2[nH]c(=O)[nH]c2c1
  A: 1; B: 0; C: 1; D: 4; E: -5; F: -5; G: -6; H: -12; I: 1
CN(C)C(=O)CNC(=O)CN1C(=O)NC2(CCCc3sccc32)C1=O (stereo unspecified)
  A: -6; B: 2; C: -6; D: 9; E: -15; F: -2; G: 5; H: -4; I: 1
O=C(NC(=S)Nc1ccc(Br)cn1)c1cncc(Br)c1
  A: 9; B: 0; C: 4; D: 9; E: -10; F: -3; G: -9; H: -5; I: 10
NC(=O)c1ccc(Oc2ccc(Cl)c3ccccc23)c([N+](=O)[O-])c1
  A: 3; B: 0; C: 9; D: 2; E: 7; F: -2; G: 1; H: -8; I: 7
CCc1nc2c(OCC3CCCCC3)cccn2c1N(C)C(=O)c1ccc(OC)cc1
  A: 6; B: -2; C: 14; D: -2; E: -15; F: -3; G: -7; H: -8; I: 1
O=C(Nc1ccc2c(c1)OCO2)c1cc(C2CCCCN2S(=O)(=O)Cc2ccccc2)on1 (stereo unspecified)
  A: -9; B: 1; C: -15; D: -10; E: -4; F: -2; G: -5; H: -7; I: 0
COc1ccc(-c2cc(-c3ccco3)[nH]c(=O)c2C#N)cc1
  A: 1; B: 1; C: 8; D: 1; E: 0; F: -1; G: -5; H: -3; I: -1
Cc1ccc(CC2C(=O)N(c3ncccn3)C(=O)C2C)cc1 (stereo unspecified)
  A: 0; B: 2; C: -4; D: -4; E: 7; F: 3; G: 1; H: -1; I: 1
Cc1cn(C2OC(COC(=O)c3ccccc3)C(OC(=O)c3ccccc3)C2OC(=O)c2ccccc2)c(=O)[nH]c1=O (stereo unspecified)
  A: -1; B: 4; C: -8; D: 1; E: -7; F: 2; G: 0; H: 1; I: 3
NC(=O)c1ccc(-c2csnn2)cc1
  A: -4; B: 0; C: 2; D: 5; E: -11; F: 1; G: 3; H: -4; I: 0
CN(Cc1c(F)cccc1Cl)C(=O)c1ccc(NS(=O)(=O)c2ccc3[nH]c(=O)[nH]c3c2)cc1
  A: 5; B: 0; C: -2; D: 9; E: -11; F: -4; G: -2; H: -5; I: 1
O=C(CN(Cc1ccco1)C(=O)c1cccc(Cl)c1)Nc1c(Cl)cc(Cl)cc1Cl
  A: 4; B: 0; C: -5; D: 9; E: -14; F: -1; G: 1; H: -3; I: 4
COc1ccc(Cl)cc1NC(=O)CN(C)C(=O)c1ccc(OCc2ccccc2)c(OC)c1
  A: 11; B: 14; C: -8; D: 4; E: -13; F: -2; G: -13; H: 0; I: 4
C#CCN(CC=C)C(=O)CCc1nnc(COc2ccccc2)o1
  A: -3; B: 1; C: -2; D: -5; E: 10; F: -3; G: -1; H: -6; I: 3
CCN(CC)c1ccc(/C=N/N2CCN(c3ccccn3)CC2)cc1
  A: 3; B: 0; C: -6; D: 8; E: -13; F: -1; G: 11; H: -1; I: -2
COc1ccc(C(=O)NC(=S)N2CCC(C)CC2)cc1Br
  A: 3; B: 0; C: 3; D: -1; E: -3; F: -1; G: 5; H: -4; I: -2
COc1cc(C(=O)OCC(=O)N2CCCC2)cc(OC)c1OC
  A: -5; B: 1; C: -9; D: 10; E: -2; F: -2; G: -1; H: -3; I: 9
COc1ccc(C2/C(=C(/O)c3ccc4c(c3)CC(C)O4)C(=O)C(=O)N2CCCN2CCOCC2)cc1 (stereo unspecified)
  A: -22; B: 1; C: 7; D: 11; E: -21; F: 0; G: 20*; H: 0; I: 3
CCOC(=O)C#CC(CCc1ccccc1)OS(N)(=O)=O (stereo unspecified)
  A: 17; B: -1; C: 4; D: -1; E: 8; F: 1; G: -1; H: -2; I: 2
Cc1c(C(=O)NCc2ccc3c(c2)OCO3)oc2ccc(S(=O)(=O)N3CCCCCC3)cc12
  A: 8; B: 6; C: -2; D: 2; E: 7; F: -5; G: -25; H: -1; I: 9
COc1ccc(S(=O)(=O)Nc2cccc(-n3cnnn3)c2)cc1
  A: 10; B: 5; C: -6; D: 0; E: 5; F: 0; G: -6; H: 3; I: 7
Cc1ccnc(N2CCC(C(=O)NCc3ccc(F)cc3)CC2)n1
  A: -3; B: 1; C: -2; D: 3; E: -2; F: -1; G: 4; H: -6; I: 4
Brc1ccc(-c2noc3c2-c2nc(-c4ccccc4)sc2CC3)cc1
  A: 8; B: 2; C: 12; D: 6; E: -8; F: 0; G: 3; H: -2; I: 7
N#C/C(=C\Nc1ccc(F)c(Cl)c1)C(=O)C1CC1
  A: 8; B: 0; C: 3; D: 11; E: -17; F: 2; G: -3; H: -4; I: 2
Cc1c(OCc2ccc(C(=O)O)cc2)ccc2c(-c3ccccc3)cc(=O)oc12
  A: 4; B: 0; C: 2; D: 8; E: -10; F: -1; G: 2; H: -1; I: 0
O=C(CNC(=O)c1cccs1)NCC(=O)OCc1cccc(Cl)c1
  A: -3; B: 0; C: -1; D: 16; E: -2; F: 1; G: 3; H: 2; I: 5
CN(c1ccc(F)cc1)S(=O)(=O)c1ccc(Cl)c(C(=O)NC2(C)CCS(=O)(=O)C2)c1 (stereo unspecified)
  A: 1; B: 2; C: -2; D: 5; E: -7; F: 0; G: 3; H: -5; I: 0

Some of the compounds tested. The share of hits here may be higher or lower than overall.
